Source: PubChem BioAssay
CF NFkB block: inhibitors of PAF-induced NF-kB signaling, primary screen, cell-based, GFP fluorescence, uHTS; 360,000 tested, 0.86% active; inhibition, % at 5 µM; KKLEB NF-kB-GFP reporter, GFP fluorescence overnight;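 active means at least 50% inhibition at 5 µM, scaled per plate between neutral and stimulator controls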;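 further: PAF is a Pseudomonas aeruginosa culture filtrate used as stimulus; plate controls were PAF-stimulated DMSO wells for no effect and unstimulated DMSO wells for full effect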
Peg3 prom inh: Peg3 promoter-driven luciferase inhibitors, primary screen, cell-based, HeLa, luciferase luminescence; HeLa PEG-Prom luciferase reporter, overnight; inhibition, % at 20 µM; 360,000 tested, 1.7% active;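 active means inhibition of at least 50% at 20 µM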
KKLEB cytotox: cytotoxicity in KKLEB CF airway cells, primary screen, cytotoxicity control for CF NF-kB inhibitor project, cell-based, uHTS, fluorescence assay plates; AID 602141, 2011; KKLEB CF airway cells viability, ATPlite luminescence, overnight; active compounds read low; cells stimulated with P. aeruginosa culture filtrate; activity change (cytotoxicity), % at 5 µM; 360,000 tested, 0.36% active;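 active means corrected activity change at or below -50% at 5 µM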
C8 TRAIL sens: viability loss with TRAIL in NB7+C8 cells, primary screen, TRAIL sensitizer project, cell-based, ATPlite luminescence; inhibition (viability loss, TRAIL sensitization), % at 10 µM; 360,000 tested, 1% active;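 active means compounds causing at least 50% loss of cell viability in the single-dose screen, relative to plate controls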
NR2E3 ag-1: NR2E3 agonists in two-hybrid cells, primary screen, cell-based, luminescence, CHO-S, Gal4-NCOR/VP16-NR2E3; Photoreceptor-specific nuclear receptor (Homo sapiens), Q9Y5X4; luciferase; inhibition of corepressor binding, % at 3.98 µM; 360,000 tested, 0.35% active; AID 602229, 2012;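 active means inhibition above the mean of all tested compounds plus 3 SD, cut at about 70% in these data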;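 further: 0% = DMSO with NR2E3 transfected cells and 100% = cells lacking NR2E3 construct; higher means lower luciferase signal from less NR2E3 corepressor binding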
Target sequence (Q9Y5X4 whole entry, looked up, the tested form may be a part): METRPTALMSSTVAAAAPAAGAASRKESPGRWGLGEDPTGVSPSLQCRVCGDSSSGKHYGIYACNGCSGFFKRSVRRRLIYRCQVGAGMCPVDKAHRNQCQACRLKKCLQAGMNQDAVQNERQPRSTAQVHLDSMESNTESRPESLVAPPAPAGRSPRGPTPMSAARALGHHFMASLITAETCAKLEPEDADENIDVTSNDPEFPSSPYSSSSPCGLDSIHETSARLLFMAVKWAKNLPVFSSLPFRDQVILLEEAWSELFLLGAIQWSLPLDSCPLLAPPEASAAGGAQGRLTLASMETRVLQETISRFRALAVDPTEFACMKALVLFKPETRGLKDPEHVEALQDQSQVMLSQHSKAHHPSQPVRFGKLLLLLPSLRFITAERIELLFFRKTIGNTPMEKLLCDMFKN
Shn3 3UTR inh: reduction of Shn3 3'UTR firefly luciferase signal, primary screen, Schnurri-3 inhibitor project, cell-based, Clone20 osteoblasts, set 2; 360,000 tested, 0.52% active; Clone20 osteoblast Shn3 3'UTR firefly luciferase, 24 h; inhibition, % at 12.5 µM; AID 588674, 2011;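 active means mean inhibition of at least 75% with every replicate also reaching 75%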;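 further: 0% = median of neutral control wells and 100% = pilot-screen positive control compound; some compounds past the cut are filed as inactive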
TRPM1 prom inh: inhibitors of MITF-dependent TRPM1 promoter reporter, primary screen, cell-based, SK-MEL-5, single point, luciferase; AID 488899, 2010; inhibition, % at 12.5 µM; SK-MEL-5 TRPM1 promoter luciferase, 24 h; 330,000 tested, 0.83% active;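 active means mean inhibition across replicates of 60% or more, whatever share of single replicates reaches that level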; further: values of inactives mirror those of a sister screen read the other way
NR2E3 ag-2: inhibitors of NR2E3-RetCOR corepressor binding, primary screen, NR2E3 agonist project, biochemical, TR-FRET, GST-NR2E3, biotin-RetCOR; Photoreceptor-specific nuclear receptor (Homo sapiens), Q9Y5X4; 1536-well; inhibition of corepressor binding, % at 4.78 µM; 320,000 tested, 0.12% active; AID 2300, 2010;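 active means percent inhibition above the cutoff of mean plus 3 SD of all tested compounds, set per screening campaign, cut at about 20% in these data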;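 further: 0% = DMSO wells and 100% = biotin wells as full block of FRET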
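system = GST-tagged NR2E3 plus biotinylated RetCOR corepressor | input = 1.35 nM GST-NR2E3 | also added = 7 nM biotin-RetCOR | schedule = 5 h incubation at 4 °C | measured by = TR-FRET with europium anti-GST and streptavidin-D2, 340 nm excitation | read-out = percent loss of FRET ratio relative to control wells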
HIF-2a inh: HIF-2a reporter inhibitors, primary screen, luminescence, 786-0 RCC cells; 786-0 RCC cells HIF-2a reporter, luciferase luminescence, overnight; inhibition, % at 18.8 µM; 360,000 tested, 0.72% active;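 active means inhibition of the luminescence signal of 40% or more relative to plate controls, in a single-dose primary screen at 18.75 µM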
hiPSC survival: enhancers of single-cell hiPSC survival, primary screen, ATPlite luminescence; 100% = ROCK inhibitor wells, 0% = DMSO; survival enhancement, % at 20 µM; 360,000 tested, 0.044% active; in the data active means survival enhancement above about 18%;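 further: cells exposed to compounds for 16 hours before the ATP read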
EBV LMP1 NFkB: EBV LMP1-driven NF-kappaB luciferase reporter inhibitors, primary screen, cell-based, luminescence, single point. LMP1-induced NF-kappaB luciferase reporter cells. inhibition, % at 12.5 µM. 350,000 tested, 0.69% active. AID 504558, 2011; in the data active means inhibition above about 41%;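 further: 0% = neutral control wells and 100% = reference inhibitor control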
An asterisk follows results filed as active; / = not tested or not shown. Some of the compounds tested (hit frequency here may not be typical).

SMILES	CF NFkB block	Peg3 prom inh	KKLEB cytotox	C8 TRAIL sens	NR2E3 ag-1	Shn3 3UTR inh	TRPM1 prom inh	NR2E3 ag-2	HIF-2a inh	hiPSC survival	EBV LMP1 NFkB
Cc1ccc(S(=O)(=O)N2CCN(C(=O)CC(C)(C)C)CC2)cc1	16	11	0	-4	-13	-9	9	1	19	-0.4	-1
CCc1nc2ccc(C(=O)Nc3cccc(OCC(=O)N(C)C)c3)cn2c1N(C=O)Cc1ccc(OC)cc1	1	3	15	0	11	0	/	/	9	2.9	/
COC(=O)C1=C(c2ccc(OC)cc2)OC(=O)C1(C)C	9	-6	-4	0	-8	-3	-17	3	8	-2.1	-5
COc1ccccc1-c1c(C(F)(F)F)oc2c(CN(C)C)c(O)ccc2c1=O	8	8	-8	-12	-1	7	-7	1	16	-0.3	-8
CCN(CC)C(=O)[C@H]1CC(CC(=O)NCCCN(C)C)C(=O)N2CCc3c([nH]c4ccc(OC)cc34)[C@]12C (some centres not stated)	19	-17	2	4	-18	10	-9	/	-6	0.8	-1
CCC1Sc2ccc(S(=O)(=O)N3CCN(c4ccccc4)CC3)cc2NC1=O (configuration not stated)	-1	15	4	-15	0	15	2	1	14	0.3	1
Cn1cc(S(=O)(=O)Nc2ccc(F)cc2F)c(=O)n(C)c1=O	17	4	-10	-9	31	-24	/	1	10	-0.3	-12
Cc1nc(C)c(C(=O)NCCC(c2ccccc2)c2ccccc2)o1	-19	3	10	-4	-8	45	22	-4	-2	-0.2	10
Cc1cc(Cl)c(S(=O)(=O)Nc2ccc(Cl)cn2)cc1OCC(N)=O	4	-25	2	-14	-20	-7	8	3	-15	2.5	-3
COc1ccc(OCCN2CCN(C(=O)c3ccc(OC)cc3)CC2)cc1	16	5	16	13	11	13	-4	1	8	-0.2	14
Cc1cc(NC(=O)C(C)Sc2nnc(NCc3ccco3)s2)no1 (configuration not stated)	22	12	1	4	-40	-71	7	1	3	4.0	-9
CCOC(=O)N1CCC(NC(=O)c2cc(C)c3c(C)nn(-c4ccccc4)c3n2)CC1	-1	15	-2	-1	-8	-3	6	-1	5	-0.6	-3
CC1CCC(NS(=O)(=O)c2ccc(Cl)nc2)CC1 (configuration not stated)	24	-59	-6	10	-17	-4	-30	-2	-80	0.6	-2
CCc1ccc(N(CC(=O)NCc2ccco2)C(=O)CCC(=O)Nc2nccs2)cc1	-42	2	-2	-2	-20	-8	-1	3	7	0.5	7
O=C(CSc1nnc2ccc(-c3cccnc3)nn12)Nc1ccccc1	-6	-4	-6	-4	-12	6	-4	1	18	0.0	-3
Cc1nn(C)c(C)c1CN(C)C(=O)CCCC(=O)O	8	13	-3	-11	24	-13	12	2	7	2.1	1
O=C1NC(=S)S/C1=C/c1ccc(N2CCOCC2)o1	13	-48	-4	17	-5	-10	-4	-1	-69	-0.2	7
Cc1ccc(Cn2cc(-c3ccccc3)nn2)cc1	-22	-237	-3	5	-72	-37	-56	5	-228	-0.5	-13
CC(C)c1ccc(C(=O)Nc2nnc(S(=O)(=O)N3CCCCC3)s2)cc1	16	18	9	-10	-16	-3	-1	3	-21	-0.5	3
O=C1CN(C(=O)COC(=O)c2cnc(Cl)c(Cl)c2)c2ccccc2N1	-6	11	4	-3	-8	9	-3	-4	10	-0.8	5
CCOc1ccc(-c2noc(-c3cccnc3)n2)cc1OCC	16	-40	-5	-4	-30	-19	/	4	-72	0.0	/
CCCN1CCN(CCCNC(=O)CCn2nc(-c3ccccc3)ccc2=O)CC1	-9	3	7	-5	-24	-24	-3	0	11	-0.4	-7
CCN(c1ccccc1)S(=O)(=O)c1ccc2c(c1)OCCO2	17	13	-12	-11	-13	3	6	/	14	2.2	-6
CSc1cc(C)nc(NC(C)=O)n1	3	13	-5	-28	2	-3	3	6	8	0.5	-6

Next part, starting with the last four of the part before.
SMILES	CF NFkB block	Peg3 prom inh	KKLEB cytotox	C8 TRAIL sens	NR2E3 ag-1	Shn3 3UTR inh	TRPM1 prom inh	NR2E3 ag-2	HIF-2a inh	hiPSC survival	EBV LMP1 NFkB
CCOc1ccc(-c2noc(-c3cccnc3)n2)cc1OCC	16	-40	-5	-4	-30	-19	/	4	-72	0.0	/
CCCN1CCN(CCCNC(=O)CCn2nc(-c3ccccc3)ccc2=O)CC1	-9	3	7	-5	-24	-24	-3	0	11	-0.4	-7
CCN(c1ccccc1)S(=O)(=O)c1ccc2c(c1)OCCO2	17	13	-12	-11	-13	3	6	/	14	2.2	-6
CSc1cc(C)nc(NC(C)=O)n1	3	13	-5	-28	2	-3	3	6	8	0.5	-6
CCOc1ccc(C(=O)NCC(=O)Nc2ccc3c(c2)OCO3)cc1OCC	-1	-53	-1	10	-31	-126	-26	/	-64	0.5	-18
COc1ccc(C)cc1S(=O)(=O)N(CC(=O)Nc1ccc2c(c1)OCCO2)Cc1ccccc1	-8	22	-4	-2	-27	-7	-5	5	10	5.0	5
Cc1ccc(CO/N=C/C2=C(Cl)c3ccccc3CC2)cc1	-9	-87	12	-18	-19	-15	-1	3	-129	0.8	30
Cc1ccc(C(=O)N2CCCCCC2)cc1S(=O)(=O)Nc1ccccc1	-15	18	21	-2	5	5	9	/	11	0.0	14
O=C(CN1CCC(NC(=O)C2CC2)CC1)Nc1cccc(F)c1	0	-2	4	9	-22	-3	7	-2	20	-0.2	-1
O=C1CCC([N+](=O)[O-])C(C2CC=CCC2)N1 (configuration not stated)	0	2	1	-3	12	-67	4	1	14	-0.7	6
COc1ccc(C(=O)N2CCN(Cc3nc(CC4CC4)no3)CC2)cc1	2	3	-2	-11	2	-11	6	-5	-5	-0.5	-5
CCC(=O)NC1(C(F)(F)F)C(=O)NC(C)=C1C#N (configuration not stated)	-1	1	1	-1	-9	1	-14	2	1	-3.0	-3
Cc1ccc(NC(=O)CS(=O)CC(=O)N(C2CCCC2)C(C)C(=O)NC2CCCCC2)cc1 (configuration not stated)	-12	-8	-1	-11	-13	20	9	4	-13	1.0	2
CC1CCC(n2c(=S)[nH]c3ccccc3c2=O)CC1 (configuration not stated)	6	16	-2	24	8	-5	4	5	11	0.5	-3
O=C(NCCCCc1ccccc1)c1ccccc1Br	8	-14	4	2	-2	4	/	-1	-38	0.6	/
Nc1c(Br)c(=O)[nH]c(=O)n1-c1ccc(F)cc1	6	8	1	-7	-35	-12	0	-1	6	0.1	-7

Compounds listed so far containing an aryl thioether with sulfur outside any ring (three):
SMILES	CF NFkB block	Peg3 prom inh	KKLEB cytotox	C8 TRAIL sens	NR2E3 ag-1	Shn3 3UTR inh	TRPM1 prom inh	NR2E3 ag-2	HIF-2a inh	hiPSC survival	EBV LMP1 NFkB
Cc1cc(NC(=O)C(C)Sc2nnc(NCc3ccco3)s2)no1 (configuration not stated)	22	12	1	4	-40	-71	7	1	3	4.0	-9
O=C(CSc1nnc2ccc(-c3cccnc3)nn12)Nc1ccccc1	-6	-4	-6	-4	-12	6	-4	1	18	0.0	-3
CSc1cc(C)nc(NC(C)=O)n1	3	13	-5	-28	2	-3	3	6	8	0.5	-6

Retrieved by compound from the list above:
SMILES	CF NFkB block	Peg3 prom inh	KKLEB cytotox	C8 TRAIL sens	NR2E3 ag-1	Shn3 3UTR inh	TRPM1 prom inh	NR2E3 ag-2	HIF-2a inh	hiPSC survival	EBV LMP1 NFkB
O=C1CN(C(=O)COC(=O)c2cnc(Cl)c(Cl)c2)c2ccccc2N1	-6	11	4	-3	-8	9	-3	-4	10	-0.8	5
CCc1ccc(N(CC(=O)NCc2ccco2)C(=O)CCC(=O)Nc2nccs2)cc1	-42	2	-2	-2	-20	-8	-1	3	7	0.5	7
CCC1Sc2ccc(S(=O)(=O)N3CCN(c4ccccc4)CC3)cc2NC1=O (configuration not stated)	-1	15	4	-15	0	15	2	1	14	0.3	1
CCOC(=O)N1CCC(NC(=O)c2cc(C)c3c(C)nn(-c4ccccc4)c3n2)CC1	-1	15	-2	-1	-8	-3	6	-1	5	-0.6	-3

New compounds follow.
SMILES	CF NFkB block	Peg3 prom inh	KKLEB cytotox	C8 TRAIL sens	NR2E3 ag-1	Shn3 3UTR inh	TRPM1 prom inh	NR2E3 ag-2	HIF-2a inh	hiPSC survival	EBV LMP1 NFkB
CC(C)Cn1nc(NS(=O)(=O)c2cccc3nonc23)c2cc3ccccc3nc21	-8	20	8	2	-29	-11	11	2	13	0.5	6
COc1ccc(CNC(=O)COc2cc3c(c4oc(=O)cc(C)c24)CCC(C)(C)O3)cc1	-9	9	-7	18	-14	-4	7	-2	-4	1.7	7
Cc1ccc(CNC(=O)C2CCC(CNc3nc(=S)[nH]c4ccccc34)CC2)cc1 (configuration not stated)	-2	33	-8	-4	10	32	23	0	20	-0.1	8
CCOC(=O)Cn1c(=NC(=O)C(C)C)sc2c(C)cc(C)cc21	-10	12	-1	26	-13	25	19	3	-5	0.4	4
CCCCn1cnc2c(c1=O)c1nc3ccccc3nc1n2Cc1ccc2c(c1)OCO2	10	13	-8	-3	-10	-1	11	2	7	-0.9	10
O=C(COc1ccccc1Cl)Nc1ccc(S(=O)(=O)Nc2ccccn2)cc1	11	13	-11	-4	-12	-8	-9	6	20	-0.4	0
CCCOc1ccc(N2C(=O)CC(NCCc3ccc(S(N)(=O)=O)cc3)C2=O)cc1 (configuration not stated)	-2	2	3	3	10	13	5	-3	6	-1.2	-3
COc1ccc(C(=O)NCS(=O)(=O)c2ccc(C)cc2)cc1	-3	5	20	-26	5	-1	9	-1	16	2.5	-1
COc1ccc(NC(=O)CN2CCCN(S(=O)(=O)c3ccc(F)cc3)CC2)cc1	-3	11	-3	-35	-2	15	8	2	-14	0.2	-1
Nc1nc(CN2CCN(c3ccccc3F)CC2)nc(Nc2ccc3c(c2)OCCO3)n1	10	11	-11	-8	-23	2	9	-2	-4	0.8	4
CC1CCN(S(=O)(=O)N2CCC(C(=O)NCc3cccnc3)CC2)CC1	7	14	0	-1	17	17	-1	-2	9	0.5	-2
